Compound activity as filed in PubChem.
DT40 TDP1 no CPT: qHTS for Inhibitors of human tyrosyl-DNA phosphodiesterase 1 (TDP1): qHTS in cells in absence of CPT | 15% of 420,000 active | DT40 Tdp1-/- hTDP1 cells, no CPT, ATP luminescence, 48 h | Potency, µM (series often up to 46.2 µM), for the others: at the top dose activity change, negative = growth inhibition, usual class: inhibitors; note: nearly all actives have a fitted effect of over 55% in size
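DT40 Tdp1-/-;hTDP1 cells, no CPT (DMSO vehicle only), 400 cells/well; compounds pin-transferred; ≥48 hr, 37 °C; CellTiter-Glo 30 min RT dark, luminescence read.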
TDP1 cell CPT: qHTS for Inhibitors of human tyrosyl-DNA phosphodiesterase 1 (TDP1): qHTS in cells in presence of CPT | AID 686979, 2013 | chicken DT40 Tdp1-/-;hTDP1 cells + 20 nM CPT, ATP luminescence, 48 h | 12% of 420,000 active | Potency, µM (doses to about 46.2 µM), without a hit: at the top dose activity change, negative = growth inhibition, hits mostly inhibitors; note: nearly all actives have a fitted effect of over 55% in size
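Chicken DT40 Tdp1-/- cells stably complemented with human TDP1 were seeded at 400 cells/well in medium containing 20 nM camptothecin, exposed to pin-transferred compounds, and grown at 37 °C for at least 48 hr. Viability was read as ATP luminescence.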
TDP1 inh: qHTS Assay for Inhibitors of Tyrosyl-DNA Phosphodiesterase (TDP1); recombinant TDP1, AlphaScreen DNA substrate cleavage; Potency, µM (top dose mostly 130 µM), without a hit: top-dose activity change, negative = inhibition, hits mostly inhibitors; 0.28% of 350,000 active; Tyrosyl-DNA phosphodiesterase 1 (Homo sapiens), Q9NUW8; AID 485290, 2010; note: nearly all actives have a fitted effect of over 40% in size
Target sequence (Q9NUW8 whole entry, looked up): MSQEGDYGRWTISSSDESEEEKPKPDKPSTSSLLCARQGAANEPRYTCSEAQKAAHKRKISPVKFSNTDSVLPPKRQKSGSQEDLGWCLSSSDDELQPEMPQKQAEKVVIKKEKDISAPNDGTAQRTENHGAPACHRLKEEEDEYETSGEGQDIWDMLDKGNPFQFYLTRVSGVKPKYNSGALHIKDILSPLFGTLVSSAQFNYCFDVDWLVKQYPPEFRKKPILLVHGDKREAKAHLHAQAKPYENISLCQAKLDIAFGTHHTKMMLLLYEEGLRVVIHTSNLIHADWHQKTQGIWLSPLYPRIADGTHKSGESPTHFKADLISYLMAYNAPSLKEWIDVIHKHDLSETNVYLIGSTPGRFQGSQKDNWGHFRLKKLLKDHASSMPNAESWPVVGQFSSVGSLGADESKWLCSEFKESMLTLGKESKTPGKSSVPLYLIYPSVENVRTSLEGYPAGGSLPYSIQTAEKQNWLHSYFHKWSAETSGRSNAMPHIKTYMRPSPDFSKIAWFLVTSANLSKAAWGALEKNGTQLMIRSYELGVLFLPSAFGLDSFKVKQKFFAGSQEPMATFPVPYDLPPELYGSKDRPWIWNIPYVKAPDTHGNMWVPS
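AlphaScreen read-out: signal falls as enzyme removes the 3' tyrosine-FITC from a 5'-biotinylated DNA oligo (15 nM, 5 min, RT). Enzyme was E. coli-made recombinant Tdp1 at 1 nM, exposed to compound for 15 min beforehand; beads 10 ug/ml, 10 min.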
* hit, by the source's call; ? = inconclusive; nt = not tested or not shown; & = joins results of further samples; [ ] = remark or other dose. Calls come from the whole dose curve; as a rule, active = well fitted curve in the direction sought with a large enough effect; inconclusive = small, poorly fitted or top-dose-only effect, or another doubt; inactive = no such curve, though single readings can be large; an effect the other way counts as inactive or inconclusive. % is set by controls: 0 for no effect and ±100 for the full control effect; potency is the fitted concentration of half-maximal effect.

molecule | DT40 TDP1 no CPT | TDP1 cell CPT | TDP1 inh
CC(=O)Nc1ccc(S(=O)(=O)N2Cc3cnnn3-c3ccccc3C2C#N)cc1 (stereo unspecified) | 4.7% | 3.7% | nt
COc1ccc(-c2nn(CCC#N)cc2C(=O)Nc2cccc([N+](=O)[O-])c2)cc1OC | 12.1% | 6.2% | nt
Cc1cc(OCC(=O)N2CCN(CCc3ccncc3)CC2)ccc1Cl | ? | ? | 5.7%
O=C(C[N+]12CCC(CC1)C(O)C2)c1ccc(Br)cc1 (stereo unspecified) | 3.7% | 15.2% | nt
CN1CC(C(=O)c2cccc(C(F)(F)F)c2)C(c2ccc(Cl)cc2)C1 (stereo unspecified) | ? | 23.1µM* | nt
CCOC(=O)C1=C(C)OC(N)=C(C(=O)OCC)[C@@]12C(=O)N(CC(N)=O)c1ccccc12 | 1.6% | -1.0% | 7.1%
O=C(c1ccccc1F)c1cn(Cc2ccc(F)cc2)c2ccccc12 | ? | 16.4µM* | -10.8%
C[C@]12CC[C@H](OC(=O)CCC(=O)O)CC1=CCC1C2CC[C@@]2(C)C1CC[C@@H]2OC(=O)CCC(=O)O (stereo partly specified) | 2.3% | -7.9% | 1.6%
O=C1C2CCCN2C(c2ccncc2)N1c1ccc(Cl)c(Cl)c1 (stereo unspecified) | -19.7% | -6.1% | 3.1%
O=C(c1ccc(Cl)cc1)C1CCCN(Cc2ccc3nonc3c2)C1 (stereo unspecified) | ? | 16.4µM* | 2.7%
COc1ccc(Cn2c(O)c(C=Nc3c(C)n(C)n(-c4ccccc4)c3=O)c(=O)[nH]c2=O)cc1 | -0.7% | ? | 2.5%
Cc1cc(OC(=O)N(C)C)nc(-c2ccc(C)c(Cl)c2)n1 | -26.1% | 0.0% | 1.4%
CC(NCc1cccc(Cl)c1Cl)C(O)c1ccccc1 (stereo unspecified) | ? | -13.1% | -6.5%
O=c1[nH]c(=O)n(-c2ccc(Br)cc2)c(O)c1C=NC(CO)(CO)CO | -0.8% | -5.4% | 0.6%
CN1C(=O)C(=CN2CCN(C(=O)c3ccco3)CC2)C(=O)N(C)C1=S | -25.9% | ? | 0.0%
CCc1cccc(NC(=O)Cn2c(=O)oc3cc(S(=O)(=O)N4CCOCC4)ccc32)c1 | 14.6µM* | 23.1µM* | 3.9%
CC(=O)Nc1ccccc1C(=O)OCc1cccc(F)c1 | ? | 2.6% | 3.7%
CCC(=Nc1ccc2c(c1)CCC2)c1c(O)n(-c2ccc(OC)cc2)c(=O)[nH]c1=O | 14.6µM* | 20.6µM* | nt
O=C(c1cc(S(=O)(=O)N2CCC3(CC2)OCCO3)ccc1F)N1CCC2(CC1)OCCO2 | -14.6% | -4.9% | 6.9%
O=C(CN1CCCC1=O)Nc1ccccc1 | 11.0% | -5.9% | 2.3%

(cont.)
molecule | DT40 TDP1 no CPT | TDP1 cell CPT | TDP1 inh
O=C(NCC(c1cccnc1)N1CCN(c2ccccc2)CC1)Oc1ccccc1 (stereo unspecified) | -19.5% | -17.7% | 3.7%
COc1cc(CC(C)N)c(OC)cc1I (stereo unspecified) | ? | -24.2% | 10.7%[56.1 µM]
CCC(=O)OC1(c2ccccc2)CCN(C)CC1 | -4.8%[92.5 µM] | -10.7%[92.5 µM] | nt
COc1ccc(C(=O)OC2C[C@H]3CC[C@H](C2)N3C)cc1OC (stereo partly specified) | -16.8% | -8.0% | nt
OC(CNC1CCCCC1)C(F)(F)F (stereo unspecified) | 13.8% | 15.9% | -1.8%
CCOC(=O)C1=C(N)Oc2cc(C)oc(=O)c2C12C(=O)N1c3c(cccc32)C(C)=CC1(C)C (stereo unspecified) | -7.9% | -9.5% | 6.6%
CCOC(=O)c1c(C)n(CCN2CCN(C)CC2)c2ccc(OC)cc12 | ? | ? | 2.9%
CCN(CC)CCCN(c1ccccc1)C1Cc2ccccc2C1 | ? | ? | nt
C/C(=N\Nc1ccccc1)c1c(O)n(Cc2ccccc2)c(=O)[nH]c1=O | ? | 14.6µM* | 2.7%
C#C[C@]1(O)CCC2C3C(=O)C=C4C(Cl)=CCC[C@]4(C)C3CC[C@@]21C (stereo partly specified) | 10.3µM* | 16.4µM* | nt
Cc1cccc(N2C(=O)NC(=O)/C(=C/c3cc4c(cc3[N+](=O)[O-])OCO4)C2=O)c1 | ? | -27.8% | -1.2%
Clc1ccc(CNCCc2ccc3c(c2)OCO3)cc1 | -20.7% | 26.4% | nt
S=C1CN=C(c2ccccc2)c2cc(Cl)ccc2N1 | ? | ? | 6.6%
O=Cc1ccccc1 | 16.4%&-14.7% | 3.9%&-3.9% | 13.8%
CC(C)CCn1c(N)c(C(=O)NCc2cccs2)c2nc3ccccc3nc21 | ? | ? | -2.9%
COc1ccc(CC(C)NCCc2ccc(OC)c(OC)c2)cc1 (stereo unspecified) | -4.1% | 9.2% | nt
O=c1[nH]c(=S)[nH]c(O)c1/C=C1/C=c2ccccc2=N1 | 8.2µM* | 7.31µM* | nt
NC(=O)c1ccc(N=Cc2c(O)n(Cc3ccco3)c(=O)[nH]c2=O)cc1 | -9.6% | -7.0% | 28.2µM*
CCOC(=O)C1(CCOc2ccccc2)CCN(Cc2cnc(SC)nc2)CC1 | 18.4µM* | ? | 0.0%
CC12CCCCC1=NC(c1ccc(Br)cc1)N2O (stereo unspecified) | -8.6% | -15.4% | 0.0%

In the list so far, 2 have a nitro group on carbon:
molecule | DT40 TDP1 no CPT | TDP1 cell CPT | TDP1 inh
COc1ccc(-c2nn(CCC#N)cc2C(=O)Nc2cccc([N+](=O)[O-])c2)cc1OC | 12.1% | 6.2% | nt
Cc1cccc(N2C(=O)NC(=O)/C(=C/c3cc4c(cc3[N+](=O)[O-])OCO4)C2=O)c1 | ? | -27.8% | -1.2%

The listing continues:
molecule | DT40 TDP1 no CPT | TDP1 cell CPT | TDP1 inh
COc1ccc(C(=O)C2CCCN(CCc3ccccc3)C2)cc1OC (stereo unspecified) | 18.4µM* | ? | nt
CCOC(=O)c1sc2ccccc2c1NC(=O)c1coc2ccccc2c1=O | ? | ? | 1.8%
Cc1nc2ccccc2c(=O)n1-c1ccc(F)cc1 | 5.8% | 0.4% | 1.1%
Fc1cccc(F)c1CN1CCN(c2ccc(Cl)cc2)CC1 | -6.5% | 12.8% | nt
Fc1ccccc1CCNCc1ccccc1 | -24.0% | 2.7% | -2.6%
COc1ccccc1N1CCN(Cc2ccccc2F)CC1 | -12.0% | -10.5% | 0.0%
COC(=O)[C@@H]1C[C@H]1[C@@H](NP(=O)(c1ccccc1)c1ccccc1)c1ccccc1 | ? | 20.6µM* | -2.6%&9.9%
Cc1ccnc(-n2c(-c3ccco3)nc3ccccc3c2=O)c1 | -12.5% | -15.0% | 5.3%
CCOCCCNC(=O)c1c(NC(=O)c2nc(SC)ncc2Cl)sc2c1CCCC2 | 11.6µM* | 6.51µM* | 2.5%
CCC(=NCCc1c[nH]c2ccccc12)c1c(O)n(C)c(=O)n(C)c1=O | 6.31µM* | 3.98µM* | 5.6%
Cc1cccc(-n2c(O)c(C=NCc3cccnc3)c(=O)[nH]c2=O)c1C | -5.5% | -16.6% | 1.1%
CCCCCSc1cc(OC)c(CCN)cc1OC | 2.91µM* | 5.8µM* | 11.2%
C[C@H](CO)N1C[C@H](C)[C@H](CN(C)C(=O)Oc2cccc3ccccc23)OCc2cnnn2CCCC1=O | -18.6% | -5.4% | nt
c1ccc(CCNCc2cccnc2)cc1 | 19.4% | -25.5% | nt
Cc1ccccc1NP(=O)(Oc1ccccc1F)Oc1ccccc1F | ? | -7.7% | -0.6%
COc1ccc(NS(=O)(=O)c2cc(NC(=O)COc3ccccc3)ccc2N2CCOCC2)cc1 | ? | ? | 2.4%
O=c1[nH]c(=O)n(CCc2ccc(F)cc2)c(O)c1/C=N/N1CCCCC1 | -14.5% | 3.9% | 2.8%
COC(=O)C1=C(c2cc3ccccc3s2)C[C@@H]2CC[C@H]1N2C(=O)N1CCCCC1 | 6.51µM* | 2.91µM* | nt
COC(=O)C1=C(c2ccc(F)cc2F)C[C@@H]2CC[C@H]1N2C(=O)NCCO | 6.5% | 16.1% | -3.2%
C=CCN1C(=O)CSc2ccc(C(=O)N3CCC4(CC3)OCCO4)cc21 | -9.8% | -19.7% | 5.9%

Remaining list, next part.
molecule | DT40 TDP1 no CPT | TDP1 cell CPT | TDP1 inh
Cc1ccc[n+](CC(O)Cn2c3ccccc3c3ccccc32)c1 (stereo unspecified) | -12.9% | -29.2% | -5.5%
COc1ccc(Cn2c(N)c(C(=O)NCc3ccco3)c3nc4ccccc4nc32)cc1 | ? | ? | -6.4%
c1ccc(CCn2nnnc2CN2CCC(n3nnc4ccccc43)CC2)cc1 | -27.8% | 1.4% | 5.8%
Cc1cc(C)cc(N2C(=O)/C(=C\c3ccc(N4CCN(C)CC4)o3)C(=O)NC2=S)c1 | ? | ? | 4.2%
O=C1c2ccccc2C(=O)N1Cc1nc2ccccc2c(=O)n1-c1ccc(Br)cn1 | -16.2% | 0.9% | 3.1%
C#CCN[C@H](C)Cc1ccccc1 | -0.5% | -5.4% | 8.5%[56.1 µM]
O=S(=O)(NC1CCCCCCC1)OCC(Cl)(Cl)Cl | -28.8% | -23.7% | nt
CSCCC(c1nnnn1C(C)(C)C)N1CCC(n2c(=O)[nH]c3ccccc32)CC1 (stereo unspecified) | ? | ? | nt
N#CC(O[C@@H]1OC(COC2OC(CO)C(O)C(O)[C@@H]2O)C(O)C(O)C1O)c1ccccc1 (stereo partly specified) | -0.6% | -4.7% | -4.5%[56.1 µM]
CCC(Oc1cc(Cl)ccc1Cl)C(=O)N1CCC2(CC1)OCCO2 (stereo unspecified) | -12.3% | -24.3% | -0.4%
COC(=O)C1=C(c2ccccc2OCc2ccccc2)C[C@@H]2CC[C@H]1N2C(=O)NCc1ccc(OC)cc1 | ? | ? | 0.1%
O=C(Oc1ccc(Cl)cc1)N1CCOCC1 | ? | ? | nt
C[C@]12CC[C@H]3[C@@H](C[C@H](F)C4=CC(=O)CC[C@@]43C)[C@@H]1CC[C@@H]2O | ? | ? | 12.2%
CCCCNC(=O)c1cc(-c2cccnc2)nc2ccc(S(=O)(=O)NCCCC)cc12 | ? | 20.6µM* | -0.9%
CC(=O)OC1C(=O)OCC23CCC4(C)OC4C2OC2CC(OC(=O)C=CC=CC(=O)OCCC1C)C3(C)C21CO1 (stereo unspecified) | 0.0206µM* | 0.146µM* | nt
O=C1NC(=O)N(c2ccc3c(c2)OCO3)C(=O)/C1=C\c1ccc(-c2ccccc2C(=O)O)o1 | 8.3% | 9.3% | 11.2µM*
CN1C(=O)C(=Cc2c(OCc3cnc(Cl)s3)ccc3ccccc23)C(=O)N(C)C1=O | ? | ? | -5.5%
COc1cccc(C2Nc3ccccc3C(=O)N2Cc2ccccc2)c1 (stereo unspecified) | ? | -2.4% | nt
CC1(C)CC(=O)C(C=NCCN2CCN(C(=O)Cc3ccc(F)cc3)CC2)=C(O)C1 | -9.5% | 0.6% | -3.1%
COC(=O)C1=C(c2ccc(C(C)=O)cc2)C[C@@H]2CC[C@H]1N2C | -3.1% | -1.5% | 0.0%

The listing continues:
molecule | DT40 TDP1 no CPT | TDP1 cell CPT | TDP1 inh
O=C(/C=C/c1ccccc1)c1c(O)n(CCc2ccccc2)c(=O)[nH]c1=O | 2.59µM* | 5.17µM* | 2.3%
O=C(CN1CC(c2ccccc2)CC1=O)Nc1ccccc1 (stereo unspecified) | 0.3% | 18.3% | 0.0%
O=S(=O)(O)C(=Cc1ccccc1)c1ccccc1 (tested in a mixture with another compound) | -5.7% | -3.9% | nt
O=C(Cn1nc(Cc2cccnc2)c2ccccc2c1=O)N1CCC2(CC1)OCCO2 | -9.4% | -1.3% | 2.6%
CCOC(=O)[C@]12Cc3cc(C)ccc3[C@H]1N(C)C(=O)c1cc(OC)ccc12 | 23.1µM* | 20.6µM* | nt
CCN1C(=O)C(=Cc2c(C)n(CC(=O)NCC3CCCO3)c3ccccc23)C(=O)N(CC)C1=S (stereo unspecified) | -23.0% | ? | 11.4%
O=c1[nH]c(O)c(C=Nc2ccccc2Oc2ccccc2)c(=O)[nH]1 | -11.5% | -9.8% | -7.1%
C[n+]1ccc(-c2cc[n+](C)cc2)cc1 | -3.8% | -0.8% | nt
Cc1ccccc1C1=NCC(=O)N(CC(=O)NCc2ccco2)c2sc3c(c21)CCCC3 | 22.4µM* | 16.4µM* | -4.4%
N#CC(c1ccc(Cl)nn1)c1c(F)cccc1Cl (stereo unspecified) | ? | 7.0% | 2.7%
COc1cccc(NC(=O)CSC2=Nc3ccccc3C3=NC(CCC(=O)NCCc4ccccc4)C(=O)N23)c1 (stereo unspecified) | 20.6µM* | 20.6µM* | 1.5%

The list is partial, so the mix of outcomes need not match the whole.
